# High-throughput results (PubChem BioAssay)
# CRFBP-R2 agonist: CRF-BP/CRF-R2 complex agonism. HEK293 CRF-R2/CRF-BP, calcium dye fluorescence (FLIPR); percent of saturating CRF peptide response. activation, % at 13.2 µM. 350,000 tested, 0.46% active. AID 588473;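 active = activation of at least 50%, plus an integration ratio under a set limit after plate pattern correction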;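 also: plate controls were neutral control wells without compound for no effect and CRF at EC100 for full effect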
# M1 PAM: positive allosteric modulators of human M1 muscarinic receptor; P11229; CHO-K1 hM1, Fluo-8 calcium fluorescence, ACh EC20; 0% = ACh EC20, 100% = maximal ACh; activation, % at 3 µM; 360,000 tested, 0.088% active; AID 588819; in the data active = activation above about 19%, passing the limit was not always enough
# Target sequence (P11229 whole entry, looked up): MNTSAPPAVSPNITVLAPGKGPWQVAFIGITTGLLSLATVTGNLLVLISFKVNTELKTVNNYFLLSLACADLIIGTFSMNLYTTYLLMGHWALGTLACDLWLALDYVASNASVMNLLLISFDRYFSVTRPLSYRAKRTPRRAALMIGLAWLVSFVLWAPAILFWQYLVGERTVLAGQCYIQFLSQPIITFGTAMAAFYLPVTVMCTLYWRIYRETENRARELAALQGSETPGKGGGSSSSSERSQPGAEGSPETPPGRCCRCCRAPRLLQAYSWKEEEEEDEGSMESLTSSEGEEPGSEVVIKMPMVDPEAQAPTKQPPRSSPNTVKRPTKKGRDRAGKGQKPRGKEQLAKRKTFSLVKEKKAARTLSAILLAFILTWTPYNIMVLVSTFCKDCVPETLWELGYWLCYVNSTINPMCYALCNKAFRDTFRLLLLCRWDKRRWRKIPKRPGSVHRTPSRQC
# M4 PAM: CHRM4 positive allosteric modulation | P08173 | CHO-K1 hM4/Gqi5, Fluo-8 calcium fluorescence, ACh EC20; 0% = ACh EC20, 100% = maximal ACh | activation, % at 3 µM | 360,000 tested, 0.4% active | AID 624126;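 active = activation above its plate's cutoff, the mean activation of sample wells plus 3 SD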; also: some results filed as inactive read as strong as hits
# Target sequence (P08173 whole entry, looked up): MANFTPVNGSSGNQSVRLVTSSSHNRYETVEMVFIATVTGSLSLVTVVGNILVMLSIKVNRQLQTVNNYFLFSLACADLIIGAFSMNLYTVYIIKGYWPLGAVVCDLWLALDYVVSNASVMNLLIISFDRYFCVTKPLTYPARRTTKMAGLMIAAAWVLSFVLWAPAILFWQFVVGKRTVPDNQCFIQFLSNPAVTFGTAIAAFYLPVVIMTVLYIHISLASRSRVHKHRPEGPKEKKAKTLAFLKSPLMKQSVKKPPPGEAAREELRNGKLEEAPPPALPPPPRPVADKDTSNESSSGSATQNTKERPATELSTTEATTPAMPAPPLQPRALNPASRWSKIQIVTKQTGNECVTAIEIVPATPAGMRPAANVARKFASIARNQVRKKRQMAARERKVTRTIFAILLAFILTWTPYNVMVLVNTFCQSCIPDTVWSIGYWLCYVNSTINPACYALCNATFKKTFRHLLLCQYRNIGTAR
# CHRM5 PAM: potentiates acetylcholine response at human M5 receptor. P08912. AID 624038. activation, % at 3 µM. CHO-K1 hM5, Fluo-8 calcium, ACh EC20 PAM; 0% = ACh EC20, 100% = ACh EC100. 360,000 tested, 0.3% active;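 active = activation above the run cutoff, the mean activation of all test compounds plus 3 SD, cut at about 18% in these data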
#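 Assay system: CHO-K1 hM5 cells / Incubation: Fluo-8 loading 80 min at 37 °C plus 30 min room temperature / Technique: Fluo-8 calcium dye fluorescence, kinetic read / Repeats: single replicate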
# M1 antag: human CHRM1 antagonism; CHO-K1 hM1, Fluo-8 calcium fluorescence, ACh EC80 antagonist; 360,000 tested, 1.3% active; inhibition, % at 3 µM; P11229;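 active = percent inhibition above its own plate's cutoff, namely the mean of that plate's compound wells plus 3 SD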;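 also: peak over basal fluorescence ratio during 140 s after agonist addition; 0% = ACh EC80 plus DMSO and 100% = DMSO alone without agonist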
# CHRM4 antagonist: antagonists of human muscarinic M4 receptor (CHRM4). P08173. CHO-hM4 cells, ACh EC80, Fluo-8 calcium fluorescence. inhibition, % at 3 µM. 360,000 tested, 0.73% active. AID 624125;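 active = inhibition above its plate's cutoff, the mean inhibition of sample wells plus 3 SD, cut at about 27% in these data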;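 also: 0% = acetylcholine EC80 with DMSO and 100% = DMSO without agonist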
# M4 ag: CHRM4 agonism in calcium assay. P08173. 360,000 tested, 0.14% active. AID 624127. CHO-K1 hM4/Gqi5, Fluo-8 calcium fluorescence; vehicle 0%, full acetylcholine response 100%. activation, % at 3 µM;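 active = activation above the run mean over all test wells plus 3 SD, cut at about 32% in these data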;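 also: peak over basal fluorescence ratio per well then scaled between controls; 0% = DMSO wells and 100% = acetylcholine at EC100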
# M5 antag: antagonists of human muscarinic M5 receptor (CHRM5) | P08912 | CHO-hM5 cells, Fluo-8 calcium fluorescence, ACh EC80 | inhibition, % at 3 µM | 360,000 tested, 0.59% active | AID 624040;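 active = inhibition above a per-plate cutoff, the mean of that plate's test compounds plus 3 SD, cut at about 27% in these data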;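 also: 0% = acetylcholine EC80 with DMSO and 100% = DMSO without agonist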
# M5 ag: agonists of human muscarinic M5 receptor (CHRM5). P08912. CHO-K1 hM5 cells, Fluo-8 calcium fluorescence; 0% DMSO wells, 100% maximal acetylcholine response. activation, % at 3 µM. 360,000 tested, 0.19% active. AID 624037;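 active = activation above the run's mean over test compounds plus 3 SD, cut at about 23% in these data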;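 also: signal is peak over basal fluorescence ratio across the kinetic read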
# An asterisk follows results filed as active; x = not tested or not shown.
CRFBP-R2 agonist	M1 PAM	M4 PAM	CHRM5 PAM	M1 antag	CHRM4 antagonist	M4 ag	M5 antag	M5 ag	canonical_smiles
-1.8	2	0	-4	-9	0	1	-1	-2	Cc1cc(NC(=O)Nc2ccccc2[N+](=O)[O-])no1
2.6	4	3	-7	1	2	0	5	-2	Cn1c(=O)n(CCOc2ccc(Cl)cc2Cl)c2ccccc21
1.0	7	14	-6	-4	-3	5	2	1	C=CCN(C(=O)COC(=O)c1cc[n+]([O-])cc1)c1nc(-c2ccccc2)cs1
212*	-9	-9	-12	39*	17	9	32*	9	CC(C)(C)C(=O)/C=c1\s/c(=C\c2ccc(-c3ccc([N+](=O)[O-])cc3)o2)c(=O)n1CC(=O)NC(N)=O
1.1	5	2	9	-3	0	0	0	-7	COCCCn1c(SCC(=O)N2CC(=O)Nc3ccccc32)nnc1-c1ccoc1C
-3.1	-2	-9	-33	15	3	8	8	-8	COc1cc(-c2nnc3n2N=C(c2ccccc2)CS3)cc(OC)c1OC
-0.6	3	7	-3	-6	-18	2	2	0	C=CCN1C=C(C(C)=O)C(=O)CC1
1.5	12	5	2	-14	7	0	6	-1	COc1ccc(C2=NN(C(=O)CSc3nc(=O)n4cccc(C)c4n3)C(c3ccc(C)cc3)C2)cc1 (centres undefined)
15	1	5	1	-5	-5	1	-4	0	Clc1nc(-c2ccccc2)cc(-c2ccc(Br)cc2)n1
-1.0	2	-7	-3	-3	2	0	-3	1	Cc1nn(C)c(C)c1/C=N/NC(=O)CCn1nc(C)c([N+](=O)[O-])c1C
0.5	-3	-16	-15	10	-5	18	20	0	CC(C)C(=O)NC(NC1CCS(=O)(=O)C1)C(Cl)(Cl)Cl (centres undefined)
-3.3	8	3	1	-9	-9	2	7	-2	CC(=O)Nc1nc(C)c(S(N)(=O)=O)s1
5.0	5	0	-4	3	-5	1	1	1	CC(=O)NNC(=O)c1ccncc1
1.0	5	-2	-8	-2	-5	0	2	-1	CC1CN(C(=O)c2cc(F)c(F)cc2Cl)CC(C)O1 (centres undefined)
0.2	8	-6	3	-6	-1	0	-2	5	Cc1ccc(-c2nc3ncccc3o2)cc1NC(=O)C(C)C
-3.0	7	3	-2	-11	-10	5	6	2	Cc1cccc(CS(=O)(=O)Cc2ccc(C(=O)NCc3cccs3)o2)c1
1.3	6	9	0	-5	7	1	4	-2	O=C(NCc1ccccc1)C(=O)NCC(c1ccco1)N1CCN(c2ccccc2F)CC1 (centres undefined)
x	2	-8	-4	-15	4	5	6	1	CC(=O)c1cccc(-c2ccnc3c2CC(C(=O)Nc2ccccc2)O3)c1 (centres undefined)
-1.2	1	4	0	2	-3	1	13	1	CCN(CC)c1ccc2c(O)cc(=O)oc2c1
-0.8	4	-1	8	-5	-1	1	-17	-8	CCN1CCN(CCCNC(=O)c2cc3c(s2)-c2ccccc2OC3)CC1
x	0	2	0	-1	0	2	-4	-1	Cc1ccccc1-c1cc2nc(NCc3ccccc3)n(C)c(=O)c2s1
0.4	13	5	0	-16	-5	2	2	0	O=C(CSc1nnc(-c2ccccn2)o1)Nc1ccccc1C(F)(F)F
1.9	-2	-3	-3	5	11	5	6	0	O=C(N/N=C/c1cc(Br)c(Br)o1)c1ccc2c(c1)OCCO2
0.3	6	-6	4	-7	6	1	-5	-1	COc1ccc(C(=O)NCCC(C)C)cc1S(=O)(=O)N1CCOCC1
-1.5	13	4	-3	-14	0	1	7	-2	COc1ccc(Cc2nc3ccc(C(=O)NCCn4cccn4)cc3o2)cc1
0.1	-6	-4	-13	23	11	13	9	1	CC(=O)NC(CC(=O)Nc1cccc(S(=O)(=O)N2CCCCC2)c1)c1ccccc1 (centres undefined)
1.1	12	-3	4	-8	0	0	0	3	CC(NC(=O)Nc1ccc(O)cc1)(C(F)(F)F)C(F)(F)F
3.0	19	1	1	-13	-2	0	2	-3	CCOc1ccccc1CN1CCNC(=O)C1CC(=O)NCc1ccccn1 (centres undefined)
-1.1	4	0	3	2	-2	1	6	-9	O=C(OCC(=O)c1c[nH]c2ccccc12)C1=COCCO1
-0.4	13	9	5	-15	2	5	-7	0	CSCCC(=O)Nc1ccc(C(C)=O)cc1
0.8	-1	-8	-2	-1	11	0	9	0	C/C(=N\NC(=O)CN(c1ccc(C)cc1)S(C)(=O)=O)c1cccs1
-0.3	-4	-1	6	5	-2	1	-3	6	Cn1c2c(c(=O)n(C)c1=O)C(c1ccc(Cl)cc1)C(C#N)=C(N)O2 (centres undefined)
-2.5	0	-5	-6	-7	-2	4	6	-3	Cc1cc2c(=O)n(C)c(SCC(=O)Nc3cccc(O)c3)nc2s1
-1.3	2	-4	-4	-8	4	x	3	6	c1ccc(-n2nnnc2NC2CCCCCC2)cc1
-1.7	4	-2	7	-33	3	2	-5	-2	Cc1cccn2c(=O)c3cc(C(=O)NCC4CCCO4)c(=N)n(CCN4CCOCC4)c3nc12 (centres undefined)
3.0	10	-1	2	-13	-5	0	2	3	NC(=O)C1CCN(C(=O)CSc2nc3ccccc3o2)CC1
x	x	-6	-21	x	10	17	21	8	Nc1nc2ccccc2cc1C(=O)NCc1ccc(Cl)cc1Cl
-1.1	-2	4	-7	9	-8	6	8	-3	NC(=O)c1nsc(C(=O)N(Cc2cccnc2)C(C(=O)NCc2ccc(F)cc2)c2ccc(F)cc2)c1N (centres undefined)
-3.0	-1	-3	-13	0	-1	1	4	-1	CC(C)(C)c1ccc(-c2nnc3sc(-c4ccncc4)nn23)cc1
37	5	17*	0	-10	-5	3	2	0	CCN1C(=O)c2cccc3c(S(=O)(=O)Nc4ccccc4O)ccc1c23

# In the list so far, three contain a nitro group on carbon.
CRFBP-R2 agonist	M1 PAM	M4 PAM	CHRM5 PAM	M1 antag	CHRM4 antagonist	M4 ag	M5 antag	M5 ag	canonical_smiles
-1.8	2	0	-4	-9	0	1	-1	-2	Cc1cc(NC(=O)Nc2ccccc2[N+](=O)[O-])no1
212*	-9	-9	-12	39*	17	9	32*	9	CC(C)(C)C(=O)/C=c1\s/c(=C\c2ccc(-c3ccc([N+](=O)[O-])cc3)o2)c(=O)n1CC(=O)NC(N)=O
-1.0	2	-7	-3	-3	2	0	-3	1	Cc1nn(C)c(C)c1/C=N/NC(=O)CCn1nc(C)c([N+](=O)[O-])c1C

# Further entries
CRFBP-R2 agonist	M1 PAM	M4 PAM	CHRM5 PAM	M1 antag	CHRM4 antagonist	M4 ag	M5 antag	M5 ag	canonical_smiles
2.1	4	8	5	-15	-12	0	-6	-3	CC(C)(C)C1CCC(OC(=O)CN2CCOCC2)CC1 (centres undefined)
0.6	14	0	-13	1	-4	1	22	-1	O=C(Nc1ccccc1)c1ccc(-c2ccccc2Cl)o1
-0.8	4	-13	-7	0	3	0	10	-5	Cc1cccc(-n2c(CNC(=O)c3ccc(S(=O)(=O)N(C)C)cc3)nnc2SCC(=O)Nc2ccc(F)cc2)c1
0.2	-5	-4	-7	9	0	14	4	4	Cc1csc(=O)n1CCC(=O)OCC(=O)c1c(N)n(CC(C)C)c(=O)n(C)c1=O
1.2	2	-12	-24	-16	1	19	-3	6	COc1cc(NC(=O)C2CC(c3c(F)cccc3Cl)=NO2)cc(OC)c1OC (centres undefined)
0.3	-2	-5	1	-3	6	0	5	-5	Cc1ccccc1CN(C)C(C)C(=O)NCc1ccccc1 (centres undefined)
-1.0	0	19	-3	4	-27	2	8	-3	CCN1C(=O)[C@H]2[C@@H](c3ccc(-c4ccc(F)cc4)c(OC)c3)N[C@@](C)(C(=O)OC)[C@H]2C1=O
-3.4	5	-3	1	-9	-2	0	12	-3	COc1ccc(S(=O)(=O)N2CCCC2)cc1Br
-1.1	10	-5	-6	-3	-9	-1	-6	2	CC(/C=N/NC(=O)c1cccs1)=C\c1ccccc1
-0.4	5	6	-6	-2	-2	7	6	-1	Cc1ccc(-c2cc(C(=O)N3CCOCC3)c3ccccc3n2)cc1
2.6	2	-5	-4	2	4	0	-4	-3	Cc1cc(N/N=C/c2ccco2)c2ccccc2n1
-0.3	8	2	-2	-12	-1	0	4	2	Cc1nnc(SCC(=O)Nc2c(Cl)cccc2Cl)[nH]c1=O
3.3	8	-5	2	-4	-1	0	8	0	O=C(Nc1ccc([N+](=O)[O-])cc1)Nc1ccc(N2CCOCC2)c2nonc12
2.4	-14	-3	-8	14	0	2	7	-10	N=c1c2c(-c3ccccc3)c(-c3ccccc3)n(Cc3ccco3)c2ncn1CCCn1ccnc1
-2.0	-4	-4	-7	1	3	0	10	0	CC(C)N(C(=O)[C@H]1CC(CC(=O)NCCN2CCOCC2)C(=O)N2CCc3c([nH]c4ccccc34)[C@]12C)C(C)C (some centres undefined)
6.5	0	0	-14	-19	-12	11	10	-3	O=C(OCC(=O)N1CCOCC1)c1cc(-c2ccccc2)nc2ccccc12
-2.7	3	-1	-2	-13	1	4	5	-3	CCOc1ccc(NC(=O)CN(C)C(=O)C2CCN(c3ncnc4sc(C)c(C)c34)CC2)cc1OCC
1.3	-14	-4	-10	11	4	3	-1	-7	O=C(c1ccco1)N1CCN(C(=O)C2c3ccccc3Oc3ccccc32)CC1
-1.1	-33	-14	-25	31*	4	-2	4	-7	O=c1c2c(nc3n1CCCCC3)-c1ccccc1CC21CCCC1
0.2	-5	11	-9	6	-7	5	5	3	CCOC(=O)c1c(C)[nH]c(C(=O)CSc2nccc(C)n2)c1C
-1.9	5	6	-2	-17	-14	1	3	-1	NC(=S)NN=C1CCCCC12CCCC2
-2.1	-1	10	3	8	-6	3	-3	2	O=C(NCC1COCCO1)C1CCN(S(=O)(=O)c2ccccc2)CC1 (centres undefined)
-0.7	14	5	2	-7	-2	3	-5	0	O=C(N/N=C/c1cccc(Br)c1)c1ccc(N2CCCC2=O)cc1
-3.0	11	-3	-6	-6	2	4	-1	2	Cc1noc(C)c1CSCC(=O)OCC(=O)Nc1sccc1C#N
-0.3	5	4	-4	-4	0	1	7	-8	COc1ccc(N2C(=O)C(Cl)=C(N(CCO)Cc3ccccc3)C2=O)cc1
-4.2	1	6	-5	5	-4	-4	1	-4	COC(=O)c1c(C)[nH]c(C)c1-c1ccc(C)cc1
4.3	12	7	-6	-13	-1	1	5	-3	Cc1ccc(C(=O)N2CCCC2)cc1S(=O)(=O)N1CCOCC1
-1.4	8	-6	2	-32	-1	-2	-1	-5	Cc1ccc(S(=O)(=O)Nc2ccc3c4c(cccc24)CC3)c(C)c1
0.4	2	1	-2	-2	2	1	-2	-3	O=C(CCNS(=O)(=O)c1ccc(Cl)cc1)N1CCN(Cc2ccccc2)CC1
2.6	13	2	-3	-16	8	1	5	-2	COc1ccc(OC)c(NC(=O)CSc2sc3c(O)cc(=O)[nH]c3c2C#N)c1
1.0	7	-7	1	-6	8	0	-6	2	Cc1nc2ccc(Cl)cc2c(-c2ccccc2)c1CC(=O)O
0.2	1	-7	-6	-6	-3	4	9	-3	O=C(CCCSc1nc(-c2ccco2)cc(C(F)(F)F)n1)Nc1ccc2c(c1)OCO2
1.1	2	0	8	0	7	2	-10	-2	CCn1cc(Cl)c(C(=O)Nc2nccs2)n1

# Arranged by the number under M1 antag (ascending): 3 from the list above.
CRFBP-R2 agonist	M1 PAM	M4 PAM	CHRM5 PAM	M1 antag	CHRM4 antagonist	M4 ag	M5 antag	M5 ag	canonical_smiles
0.2	1	-7	-6	-6	-3	4	9	-3	O=C(CCCSc1nc(-c2ccco2)cc(C(F)(F)F)n1)Nc1ccc2c(c1)OCO2
-0.3	5	4	-4	-4	0	1	7	-8	COc1ccc(N2C(=O)C(Cl)=C(N(CCO)Cc3ccccc3)C2=O)cc1
-2.1	-1	10	3	8	-6	3	-3	2	O=C(NCC1COCCO1)C1CCN(S(=O)(=O)c2ccccc2)CC1 (centres undefined)
